Screens: PubChem, National Center for Advancing Translational Sciences (NCATS)
Tau fibril FP – inhibitors of human tau fibril formation; Potency, µM (top dose mostly 57.7 µM), for inactives: at the top dose activity, negative = inhibition, most hits filed as inhibitors; 280,000 tested, 0.39% active; K18 P301L tau heparin fibrillization, Alexa594 FP, 6 h; P10636; AID 1468; also: % is scaled to controls: 0 for no effect and ±100 for the full control effect; nearly all actives have a fitted effect of over 55% in size
Target sequence (P10636 561-689 P618L limits assumed): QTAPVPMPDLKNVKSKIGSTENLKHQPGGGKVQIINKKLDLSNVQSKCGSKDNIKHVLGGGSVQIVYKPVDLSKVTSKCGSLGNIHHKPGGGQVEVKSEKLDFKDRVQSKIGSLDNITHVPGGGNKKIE
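FP of Alexa 594-tau after heparin (20 uM) induction. Substrate: human K18 P301L, 15 uM unlabeled, 0.24 uM labeled. Buffer 100 mM sodium acetate pH 7. 6 hr, 37 C.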
GAA inh – inhibitors of human lysosomal alpha-glucosidase | 200,000 tested, 0.005% active | Potency, µM (doses to about 76.9 µM), without a hit: at the highest dose activity change, negative = inhibition, hits mostly inhibitors | purified human GAA, 4-MU-alpha-glucoside fluorescence | P10253;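 also: plate controls were uninhibited enzyme wells for no effect and no-enzyme background for full effect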
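Human alpha-glucosidase, 4 nM, pre-mixed with test compounds before 400 uM 4-methylumbelliferyl substrate; 20 min room temperature at pH 5.0. Fluorescence read after pH 10 stop; AC50 values from Hill-equation fits.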
Tau fibril ThT – tau fibrillization inhibition (ThT binding). P10636. recombinant tau K18 P301L, heparin-induced fibrillization, ThT fluorescence. Potency, µM (titrated, usually from 57.4 µM), for inactives: at the top dose activity, negative = inhibition, usual class: inhibitors. 270,000 tested, 2.1% active. AID 1460; also: % is scaled to controls: 0 for no effect and ±100 for the full control effect; nearly all actives have a fitted effect of over 55% in size
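Heparin-induced (20 uM) aggregation of recombinant human K18 P301L tau, 15 uM unlabeled with 0.24 uM labeled, pH 7 acetate buffer, 6 hr at 37 C with compound. Fibrils quantified by 30 uM ThT fluorescence after 1 hr ambient incubation.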
Tau fluor counter – counter-screen for tau fibril formation inhibitors; tau K18 P301L (four-repeat tau fragment) Alexa594 fluorescence, heparin fibrillization; Potency, µM (titrated, usually from 57.7 µM), inactives show at the top dose activity change, negative = decrease; 280,000 tested, 0.93% active; AID 1463; also: % is scaled to controls: 0 for no effect and ±100 for the full control effect; nearly all actives have a fitted effect of over 55% in size
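Human K18 P301L tau (15 uM unlabeled plus 0.24 uM Alexa 594-labeled, final) in 100 mM sodium acetate pH 7 was mixed with compound and 20 uM heparin and incubated 6 hr at 37 C.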
GAA glycogen – alters human alpha-glucosidase cleavage of glycogen. P10253. recombinant GAA, glycogen substrate, Amplex Red glucose oxidase fluorescence. Potency, µM (series often up to 76.4 µM), for the others: at the highest dose activity change, negative = inhibition, usual class: inhibitors. 300,000 tested, 0.38% active. AID 2100;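 also: 0% = full enzyme reaction and -100% = no-enzyme basal signal; the screen sought inhibitors and activators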
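Recombinant human alpha-glucosidase (4 nM final) hydrolysed bovine liver glycogen (30 ug) for 40 min at 37 C in pH 5.0 citrate/phosphate with 0.01% Tween-20. Released glucose detected by glucose oxidase/Amplex Red, Ex 573/Em 610 nm. Compounds up to 77 uM; AC50 from Hill fits.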
aGal spleen mod – inhibitors or activators of human alpha-galactosidase in spleen homogenate. P06280. human spleen homogenate, 4MU-alpha-Gal fluorescence, 40 min. Potency, µM (doses to about 80 µM), for inactives: top-dose activity change, negative = inhibition, most hits filed as inhibitors. 240,000 tested, 0.008% active;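 also: 0% = enzyme with vehicle and -100% = no enzyme basal signal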
Target sequence (P06280 32-429 limits assumed): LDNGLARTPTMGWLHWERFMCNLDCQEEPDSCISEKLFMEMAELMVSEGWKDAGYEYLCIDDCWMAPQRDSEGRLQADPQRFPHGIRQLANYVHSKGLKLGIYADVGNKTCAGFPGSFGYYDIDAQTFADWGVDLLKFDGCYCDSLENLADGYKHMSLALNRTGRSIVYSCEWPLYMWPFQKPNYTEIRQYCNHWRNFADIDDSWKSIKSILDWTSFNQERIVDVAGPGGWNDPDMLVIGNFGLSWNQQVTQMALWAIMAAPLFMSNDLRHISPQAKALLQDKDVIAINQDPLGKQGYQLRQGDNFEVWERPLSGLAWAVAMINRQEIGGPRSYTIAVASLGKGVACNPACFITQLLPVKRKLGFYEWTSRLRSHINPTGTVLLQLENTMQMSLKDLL
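Spleen homogenate 1 ug + cpd (titration) + 4-MU-alpha-D-galactopyranoside 1 mM; 37C 40 min; 50 mM citrate/phosphate pH 5.0, 0.01% Tween-20; stop pH 10; fluorescence 365/440; AC50 via Hill.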
aGlu spleen mod – inhibitors or activators of human alpha-glucosidase in spleen homogenate; P10253; human spleen homogenate, 4-MU-alpha-glucoside fluorescence; Potency, µM (series often up to 79.9 µM), inactives show at the top dose activity change, negative = inhibition, usual class: inhibitors; 240,000 tested, 0.006% active; AID 2112;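 also: 0% = enzyme with vehicle and -100% = no enzyme basal signal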
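Compounds were titrated against alpha-glucosidase in spleen homogenate at pH 5.0, with 1 mM 4-methylumbelliferyl substrate for 40 min at 37 C. Reactions were quenched with pH 10 NaOH/glycine and fluorescence measured.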
HTT cytoprotect – Huntington cell model cytoprotection by ATP luminescence; PC12 HTT-Q103 induced, cytoprotection, ATP luminescence, 40 h; Potency, µM (highest dose often 56.4 µM), for the others: cytoprotection (ATP increase), most hits filed as activators; 230,000 tested, 0.14% active;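 also: % of control where 0% means no effect; nearly all actives have a fitted effect of over 45% in size; toxic huntingtin expression switched on by the ecdysone agonist tebufenozide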
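Stable PC12 Q103-GFP cells in serum-supplemented, phenol red-free DMEM; induction by tebufenozide at 100 nM final; compound dose series; cell viability quantified luminescently from ATP.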
Starred values were filed as active, the others as inactive; ? = inconclusive; / = no result given; & = joins results of further samples; [ ] = dose if it differs, or a comment. Calls follow the shape of the dose curve; as a rule, active = well fitted curve in the direction sought with a large enough effect; inconclusive = small, poorly fitted or top-dose-only effect, or another doubt; inactive = no such curve, though single readings can be large; an effect the other way counts as inactive or inconclusive. Potency is read from the fitted curve at half-maximal effect. Hits appear at their usual frequency (roughly 3.3% active in at least one column).

SMILES	Tau fibril FP	GAA inh	Tau fibril ThT	Tau fluor counter	GAA glycogen	aGal spleen mod	aGlu spleen mod	HTT cytoprotect
CN1CCN(c2cc3c(cc2F)c(=O)c(C(=O)O)cn3CCF)CC1	4%	5%	-12%	-13%	12%	-7%	2%	13%[10 µM]
CCc1cccc(N(C(=O)c2csnn2)C(C(=O)NC(C)(C)C)c2ccncc2)c1 (configuration not stated)	1%	9%	4%	3%	10%	-1%	-1%	?
COc1ccc(C(=S)Nc2ccc(N(C)C)cc2)cc1	14%	-2%	?	-29%	?	-8%	-6%	-61%[inhibitor]
CC(=O)c1ccc(NC(=O)CSc2ccc(-c3ccc4c(c3)OCO4)nn2)cc1	-9%	-1%	?	-3%	13%	-3%	-6%	1%[10 µM]
CN(C)c1oc(-c2ccco2)nc1C#N	-2%	-3%	-6%	1%	5%	-9%	-3%	2%
COc1ccc(NC(=O)c2c(NC(=O)COc3ccccc3)sc3c2CCC(C(C)(C)C)C3)cc1 (configuration not stated)	-14%	/	-13%	-15%	7%[76.3 µM]	/	/	/
COC(=O)Cc1ccc(NC(=S)N2CCN(c3ccc(OC)cc3)CC2)cc1	4%	5%	-13%	-13%	6%	-4%	-7%	-3%[10 µM]
O=C(Nc1ccccc1C(=O)N1CCCCCC1)c1ccccc1Cl	6%	8%	-9%	-9%	1%	5%	-16%	-39%[1.9 µM]
Cc1cc(C)c(NC(=O)c2cn3c4c(c(N5CCN(C)CC5)c(F)cc4c2=O)OCC3C)c(C)c1 (configuration not stated)	1%	2%	8%	3%	3%	9%	-12%	-38%[10 µM]
C=CCn1c(SCC(=O)NCc2ccc3c(c2)OCO3)nnc1C1CCCCC1	4%	-1%	-10%	0%	-1%	4%	-17%	-18%[10 µM]
CCOC(=O)c1cn2nc(-c3ccc(OCC)cc3)cc2nc1C1CCN(C(=O)OC(C)(C)C)CC1	9%	-11%	-6%	-6%	8%	0%	3%	12%
CC12COC3(C(=O)N4CCN(c5ccccn5)CC4)CC1CCC32C (configuration not stated)	8%	/	-1%	10%	2%	12%	-5%	12%[10 µM]
COc1ccc(/C(C)=N/NC(=O)CNC(=O)/C=C\c2ccco2)cc1	-1%	-9%	-14%	0%	-23%	4%	7%	-59%[inhibitor]
FC(F)(F)c1cc(NC(=S)NC23CC4CC(CC(C4)C2)C3)cc(C(F)(F)F)c1	-9%	/	4%	-17%	/	6%	0%	-43%[inhibitor]
O=C(Nc1ccc(F)cc1)Nc1ccccc1F	2%	7%	-5%	-10%	6%	-3%	0%	-102%[inhibitor]
C[C@]12C[C@H](O)[C@@H]3c4ccc(O)cc4CCC3[C@@H]1CCC2=O (some centres not stated)	10%	/	/	6%	-1%	-2%	1%	-6%[10 µM]
Cc1ccc(NC(=O)Cc2c[nH]c3ccccc23)cc1S(=O)(=O)N1CCCCCC1	8%	-3%	-8%	14µM*[quencher]	-11%	-1%	-8%	21%[10 µM]
Cc1ccc(S(=O)(=O)CC(=O)c2ccc([N+](=O)[O-])cc2)cc1	2%	/	-13%	-20%	5%	2%	2%	12%[10 µM]
Cc1c(CNCCc2ccc(Cl)cc2)c(C(=O)O)c(C)n1Cc1ccccc1	10%	7%	-5%	1%	4%	1%	-7%	-4%
CCn1c(=O)c(C(=O)CN(C)Cc2cccc(OC)c2OC)c(N)n(Cc2ccccc2)c1=O	7%	-7%	-2%	4%	-1%	-9%	-9%	-5%
CC(=O)Nc1ccc(NC(=S)Nc2ccc(F)cc2)cc1	5%	2%	7%	5%	1%	0%	4%	-18%
CCN(CC)S(=O)(=O)c1cccc(-c2nnc(SCc3nnc(-c4cccs4)o3)n2N)c1	-13%	0%	-5%	-13%	-8%	-6%	-3%	-8%[0.074 µM]
C/C(=C/C(=O)N1CCc2ccccc21)C(=O)O	-10%	7%	-1%	-8%	-27%	9%	6%	-12%[1.9 µM]
O=C(CCc1ccccc1)Nc1ccncc1	-8%	-2%	-7%	-8%	1%	6%	6%	8%
CC(C)(CC(=O)OCC(=O)Nc1ccccc1F)CC1=NS(=O)(=O)c2ccccc2N1	-2%	/	6%	-10%	-22%[76.3 µM]	/	/	/
COc1ccc(C(=O)NCCn2cc(SCC(=O)N3CCOCC3)c3ccccc32)cc1	-2%	3%	?	-9%	-4%	8%	0%	-36%
CN(C)S(=O)(=O)c1ccc(-c2cn3ccccc3n2)cc1	-3%	0%	-7%	-8%	4%	12%	-6%	-62%[inhibitor]
C[C@@H](Oc1ccc(Oc2cnc3ccc(Cl)cc3n2)cc1)C(=O)O	?	/	-1%	-7%	/	15%	-1%	/
CCC1CN(C(=O)Nc2cccc3c2CCCC3)c2cc(Cl)ccc2O1 (configuration not stated)	-7%	/	8%	-22%	10%[76.3 µM]	/	/	/
COC(=O)CN1C(=O)C(O)(CC(=O)c2ccc(Br)cc2)c2ccccc21 (configuration not stated)	-7%	?	-11%	-15%	?	5%	11%	-21%
CCc1nnc(NC(=O)CCC(=O)O)s1	1%	-2%	4%	2%	9%	13%	3%	-1%
CCn1c(-c2cc(Br)cc(OC)c2O)nc2cc(S(=O)(=O)N(C)C)ccc21	1%	6%	-18%	-28%	-16%	10%	4%	-13%[10 µM]
COc1cccc(-c2nc(N3CCC(C)CC3)c3ccccc3n2)c1O	-6%	-10%	-12%	-16%	2%	13%	9%	-23%
CC(C)CC(=O)OCC(=O)Nc1ccccc1Sc1ccccc1	-5%	3%	-7%	-9%	5%	-7%	-7%	/
Cc1cccc(C(=O)Nc2cccc(-c3ccc4nncn4n3)c2)c1	-2%	1%	-20%	-20%	1%	3%	-1%	-11%
O=C(NCCCN1CCN(c2ccccc2)CC1)Nc1ccccc1C(F)(F)F	3%	2%	-8%	-10%	?	1%	5%	13%[10 µM]
CCc1cccc(C)c1NC(=O)CNCc1ccccc1	-5%	6%	0%	-4%	-2%	1%	-3%	0%[10 µM]
CCCCCc1ccc(-c2ccc(/C=C/C(=O)O)cc2)nc1	4%	6%	-7%	2%	13%	1%	-1%	-36%[10 µM]
Cc1ccc(-c2nc(CS(=O)CC(=O)NCCCN3CC(C)CC(C)C3)c(C)o2)cc1 (configuration not stated)	6%	-7%	-9%	-7%	-10%	-8%	-6%	-6%
CCOC(=O)c1cnc2ccc(Cl)cc2c1Nc1ccc(N2CCOCC2)cc1	-12%	/	16µM*	?	?	/	/	/
CCOc1nc(N2CCCCC2)nc(-n2cc(-c3ccccc3)nn2)n1	-7%	-2%	-10%	-8%	-3%	-3%	-4%	18%
O=C(NCCc1ccccn1)c1cccnc1Oc1ccc(Cl)cc1	-3%	-8%	2%	-7%	-1%	0%	-1%	-11%[10 µM]
CN1CCNC(=O)C1CC(=O)NCCc1ccccc1F (configuration not stated)	-6%	10%	-3%	2%	16%	6%	0%	12%[10 µM]
COc1ccc(-c2coc3cc(O)cc(O)c3c2=O)cc1	?	-1%[15.4 µM]	?	?	-6%	-7%&-4%&-17%	-4%&6%&2%	-25%[1.9 µM]
CCCn1c(NCc2ccc(C)o2)nc2ccccc21	0%	2%	-3%	2%	-5%	2%	2%	-13%[10 µM]
COc1nc(N/N=C/c2cc3c(cc2Br)OCO3)nc(N2CCOCC2)n1	-10%	1%	-16%	-12%	-11%	10%	-3%	8%
CC1(C(=O)OCC(=O)N2c3ccccc3Sc3ccccc32)CC1(Cl)Cl (configuration not stated)	-5%	-14%	-7%	-16%	7%	-2%	-5%	-8%[1.9 µM]
CC(C)(C)NC(=O)C(c1cccs1)N(CC1CCCO1)C(=O)Cn1nnc(-c2cccs2)n1 (configuration not stated)	3%	-5%	-7%	-1%	16%	-5%	-3%	-6%[10 µM]
CCOC(=O)N1CCN(Cc2ccccc2F)CC1	0%	-9%	-6%	-2%	5%	6%	1%	13%[0.074 µM]
CCn1nc(C)c([N+](=O)[O-])c1C(=O)NNC(=O)c1ccccc1Cl	1%	0%	2%	5%	1%	-3%	1%	-13%[10 µM]

Whole records, looked up by structure. Order of values: Tau fibril FP | GAA inh | Tau fibril ThT | Tau fluor counter | GAA glycogen | aGal spleen mod | aGlu spleen mod | HTT cytoprotect
Profile of `COc1ccc(C(=S)Nc2ccc(N(C)C)cc2)cc1` = 14% | -2% | ? | -29% | ? | -8% | -6% | -61%[inhibitor]
Profile of `CCN(CC)S(=O)(=O)c1cccc(-c2nnc(SCc3nnc(-c4cccs4)o3)n2N)c1` = -13% | 0% | -5% | -13% | -8% | -6% | -3% | -8%[0.074 µM]
Profile of `CC(=O)c1ccc(NC(=O)CSc2ccc(-c3ccc4c(c3)OCO4)nn2)cc1` = -9% | -1% | ? | -3% | 13% | -3% | -6% | 1%[10 µM]

Further compounds follow.
SMILES	Tau fibril FP	GAA inh	Tau fibril ThT	Tau fluor counter	GAA glycogen	aGal spleen mod	aGlu spleen mod	HTT cytoprotect
O=C(CCNc1ccccc1)c1ccc2c(c1)OCO2	10%	-1%	?	-15%	3%	2%	-3%	-16%[0.074 µM]
CCCC1=Nc2cc(C(=O)NCC(C)c3ccccc3)ccc2Sc2ccccc21 (configuration not stated)	-2%	/	-9%	-15%	6%[76.3 µM]	/	/	/
CO[C@@H]1COC(=O)C/C=C\[C@@H](C)[C@H](OC)COC(=O)C/C=C\[C@H]1C	-4%[11.6 µM]	/	-7%[11.5 µM]	-4%[11.6 µM]	/	3%[17.5 µM]	0%[17.4 µM]	-5%[10 µM]
CCCCc1nc2sc3c(=O)[nH]cnc3c2c2c1CCCC2	-15%	8%	-6%	-15%	3%	-2%	6%	15%[10 µM]
O=C(NCc1ccco1)C(C(=O)c1ccccc1)n1ccccc1=O (configuration not stated)	0%	-10%	-15%	-9%	-10%	8%	-1%	3%
O=C(Nc1cccnc1)c1ccc(COCC(F)(F)F)cc1	11%	-1%	-15%	-14%	3%	-6%	-4%	0%[10 µM]
CCN1Cc2c(/C=C/c3ccccc3)nc3ccc(OC)cc3c2N(c2cccc(Cl)c2)C1	-4%	-22%	?	-7%	1%	3%	2%	-4%[10 µM]
O=C(O)COc1ccc2c(-c3ccccc3)cc(=O)oc2c1	1%	-8%	-1%	-4%	4%	-1%	-4%	-18%[10 µM]
